Source: PubChem BioAssay
proCasp3 act: activators of human procaspase-3 D3A mutant, primary screen, biochemical, absorbance, PC-3 D3A mutant, single concentration; Caspase-3 (Homo sapiens), P42574; recombinant procaspase-3 D3A, Ac-DEVD-pNA absorbance 405 nm; activation, % at 8.5 µM; 0.11% of 330,000 active;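 active means activation above the mean of all tested compounds plus 3 SD, cut at about 21% in these data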;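 further: 0% = DMSO alone and 100% = DMSO wells spiked with extra 5 µM PC-3 D3A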
Target sequence (P42574 whole entry D9A/D28A/D175A): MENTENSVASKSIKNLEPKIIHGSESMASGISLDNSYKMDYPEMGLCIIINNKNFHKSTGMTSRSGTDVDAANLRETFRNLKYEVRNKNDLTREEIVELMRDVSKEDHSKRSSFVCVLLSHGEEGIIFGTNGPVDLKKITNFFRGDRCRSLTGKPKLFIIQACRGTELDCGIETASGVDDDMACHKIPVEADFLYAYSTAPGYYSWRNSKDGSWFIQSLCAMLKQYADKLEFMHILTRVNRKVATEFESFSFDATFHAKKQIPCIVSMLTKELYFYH
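Assay system – Procaspase-3 D3A mutant, all three cleavage aspartates alanine · Controls – DMSO-only low control, 5 µM PC-3 D3A high control · Schedule – 1 h compound preincubation, 2 h substrate hydrolysis at 25 °C · Signal – 405 nm absorbance of p-nitroaniline, reads at 0 and 120 min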
VLA-4 inh: inhibition in human VLA-4 binding assay, primary screen, VLA-4 allosteric modulator project, MLPCN library, flow cytometry, VLA-4 expressing cells. AID 2557, 2010. 0.2% of 330,000 active. inhibition, % (about 7 µM as worked out from the volumes in the protocol). Integrin alpha-4 (Homo sapiens), P13612. ligand binding flow cytometry; in the data active means inhibition above about 50%
CTSL1 counter: Fasciola hepatica cathepsin L1 inhibitors, primary screen, counter-screen for PFM18AAP inhibitor project, biochemical, QFRET, fluorogenic peptide substrate | recombinant F. hepatica cathepsin L1, Z-Leu-Arg-MCA fluorescence | inhibition, % at 5.96 µM | 0.49% of 300,000 active;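 active means inhibition above the mean of all tested compounds plus 3 SD, set per screening campaign, cut at about 17% in these data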;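 further: 0% = plate median of test compound wells and 100% = 1 µM Z-Phe-Ala-diazomethylketone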
GRK2 aptamer HTS: compounds blocking aptamer binding on GRK2 – biochemical, human GRK2, bead flow cytometry, HTS, primary screen; Beta-adrenergic receptor kinase 1 (Homo sapiens), P25098; FAM-aptamer displacement from GRK2; inhibition of aptamer binding, % at 10 µM; 0.59% of 330,000 active; AID 488847, 2010;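 active means inhibition of aptamer binding above 40%, roughly 3 SD of noise, on plates passing a quality check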;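 further: median bead fluorescence of bound FAM aptamer so fluorescent compounds give negative values; no value below 0 was filed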
GASC-1 inh: inhibitors of GASC-1 histone demethylase, primary screen, biochemical, fluorescence, DELFIA europium | Lysine-specific demethylase 4C (Homo sapiens), Q9H3R0 | GST-JMJD2C(1-420) H3K9me3 demethylation | inhibition, % at 2.35 µM | 0.069% of 330,000 active | AID 2099, 2009;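 active means more than half of a compound's replicate wells show inhibition beyond 50%, single wells judged on their own value; inconclusive means some, but no more than half, of replicates pass 50% inhibition; inactive means no replicate passes 50% inhibition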;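 further: signal counts dimethyl H3K9 product captured on neutravidin plate; 0% = median of DMSO wells and 100% = 0.3 times that DMSO median; strong numbers were not always called active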
HCV core dimer: inhibitors of HCV core protein dimerization, primary screen, biochemical, TR-FRET, high-throughput; TR-FRET GST/Flag-core106 dimerization, 1536-well; 0.33% of 300,000 active; inhibition, % at 5 µM;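 active means inhibition above the mean of all tested compounds plus 3 SD, set per screening campaign, cut at about 45% in these data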
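System: GST-tagged and Flag-tagged HCV core protein residues 1-106 / Input: core106 proteins, GST 13.5 nM and Flag 17 nM / Buffer or medium: KF-containing HEPES buffer, pH 7.45, DTT, CHAPS, BSA / Probe or stimulus: Eu-anti-GST and XL665-anti-Flag labelled anti-tag antibodies / Schedule: 4 h, 22.5 °C incubation / Technique: TR-FRET 671 and 617 nm emission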
proCasp7 act: procaspase-7 activators, primary screen, counter-screen for procaspase-3 activator project, biochemical, absorbance, HTS, human; Caspase-7 (Homo sapiens), P55210; recombinant procaspase-7, Ac-DEVD-pNA absorbance 405 nm; D23A/D198A/D206A triple mutant, cannot self-cleave; scale: DMSO 0, 5 µM enzyme 100; activation, % at 8.5 µM; 0.093% of 330,000 active; AID 463210, 2010;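 active means percent activation above the screen-wide mean plus 3 SD, cut at about 25% in these data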
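signal = Epi-absorbance of released pNA at 405 nm, two timepoints | assay system = Uncleavable procaspase-7 mutant enzyme | reagent = Ac-DEVD-pNA substrate, 400 µM as added | times = 1 h enzyme–compound preincubation and 2 h substrate reaction, both 25 °C | benchmarks = low DMSO alone, high DMSO plus 5 µM PC-7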
PP1 inh: PP1-alpha phosphatase inhibitors, primary screen, counter-screen for PP5 inhibitor project, biochemical, fluorescence, OMFP substrate, single point. Serine/threonine-protein phosphatase PP1-alpha catalytic subunit (Homo sapiens), P62136. purified PP1alpha. inhibition, % at 6.7 µM. 0.9% of 320,000 active. AID 2235, 2010;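 active means inhibition above the mean inhibition of all tested compounds plus 3 SD, computed separately for each screening campaign, cut at about 15% in these data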
Target sequence (P62136 whole entry, looked up): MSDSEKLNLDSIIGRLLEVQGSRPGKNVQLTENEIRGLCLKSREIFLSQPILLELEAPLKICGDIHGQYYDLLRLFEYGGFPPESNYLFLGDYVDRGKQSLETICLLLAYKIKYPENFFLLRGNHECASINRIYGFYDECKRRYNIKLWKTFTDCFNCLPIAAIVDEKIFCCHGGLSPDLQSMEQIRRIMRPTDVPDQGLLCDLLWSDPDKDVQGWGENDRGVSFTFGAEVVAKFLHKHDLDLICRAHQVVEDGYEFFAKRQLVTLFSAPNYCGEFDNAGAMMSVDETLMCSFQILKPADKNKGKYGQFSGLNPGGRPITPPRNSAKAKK
PP5 primary: PP5 phosphatase inhibitors, primary screen, biochemical, fluorescence | purified PP5c, OMFP substrate fluorescence | inhibition, % at 6.7 µM | 0.18% of 320,000 active | AID 1987, 2009;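 active means inhibition above the campaign's mean inhibition across all tested compounds plus 3 SD, cut at about 9.5% in these data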;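 further: 0% = DMSO only and 100% = 100 µM cantharidin control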
Target sequence (P53041 whole entry, looked up): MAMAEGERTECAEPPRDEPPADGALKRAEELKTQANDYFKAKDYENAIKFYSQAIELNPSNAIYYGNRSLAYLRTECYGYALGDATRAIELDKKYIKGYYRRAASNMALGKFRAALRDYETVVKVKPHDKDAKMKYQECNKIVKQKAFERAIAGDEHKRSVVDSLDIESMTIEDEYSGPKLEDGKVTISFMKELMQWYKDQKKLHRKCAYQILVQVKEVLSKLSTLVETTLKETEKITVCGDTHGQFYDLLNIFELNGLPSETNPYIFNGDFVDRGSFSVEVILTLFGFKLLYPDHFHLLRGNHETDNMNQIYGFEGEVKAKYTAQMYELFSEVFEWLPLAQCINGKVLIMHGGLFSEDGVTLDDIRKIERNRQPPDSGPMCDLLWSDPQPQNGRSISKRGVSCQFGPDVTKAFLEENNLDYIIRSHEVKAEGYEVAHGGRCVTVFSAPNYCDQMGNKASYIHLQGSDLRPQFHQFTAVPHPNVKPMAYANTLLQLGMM
* = called active by the depositor; ? = inconclusive; . = not tested or not shown.

Every second line gives: proCasp7 act, PP5 primary, GASC-1 inh, proCasp3 act, PP1 inh, GRK2 aptamer HTS, CTSL1 counter, HCV core dimer, VLA-4 inh
CC(C)c1ccc(NC(=O)Nc2cc3sccc3n2C)cc1
  -14, 3.8, -7, -4, 18*, 7, -5, 47*, -60
Cc1cc(N2C(=O)C3C4CC(c5ccccc5)C(C4)C3C2=O)no1 (stereo not drawn)
  7, 2.0, 25, 12, -4, 2, 1, 0, 9
C=C1/C=C(\C)C(C)(O)CC(O)CC(=O)C(O)C(O)C(C)CC(C)OC(=O)/C(C)=C/CC/C=C/C(OC)C(O)CC(C)C1 (stereo not drawn)
  -3, ., ., 4, ., 2, ., ., -3
COc1ccc(NC(=O)C2CCC2)cc1S(=O)(=O)Nc1cc(C)ccc1Br
  12, ., -9, 1, ., 0, ., ., -9
Cn1c(N)c(C(=O)COC(=O)COc2cccc(Br)c2)c(=O)n(C)c1=O
  2, ., 10, -12, ., 0, ., ., 35
Cc1ccc(O)c(C(=O)c2cnc3c(c2)c(-c2ccc(F)cc2)c(C#N)c(=O)n3C)c1
  9, -0.2, -5, 0, 3, 0, -1, 20, 13
CC(/C=N/NC(=O)Cn1cnc2c1c(=O)n(C)c(=O)n2C)=C\c1ccco1
  -11, 1.9, ., 2, -2, 1, 3, -12, -3
C=CCOc1ccccc1CNCc1ccc(F)cc1
  1, 0.4, -2, 2, 2, 0, -1, -2, -1
COC(=O)CSc1nc(N)c(C#N)c(C(C)C)c1C#N
  7, 2.4, -5, 0, -1, 0, 0, 1, 9
COc1ccc(NC(=S)N(CCCN2CCCC(C)C2)Cc2cccs2)cc1 (stereo not drawn)
  -7, -0.3, -4, 1, -3, 0, 0, 0, 3
O=C(O)c1ccc2c(c1)C(=O)N(c1nccs1)C2=O
  7, -1.7, -5, 0, -5, 0, -2, 3, 1
Cc1cc(C(=O)OCC(=O)NCc2ccco2)c(C)o1
  8, -0.9, ., -8, 3, 1, -1, 2, -4
O=[N+]([O-])c1ccc(COc2ccc(-c3[nH]ncc3-c3ccc(Cl)cc3)c(O)c2)cc1
  5, 7.1, 15, 6, 3, 3, 1, 0, -7
CC(=O)Nc1cccc(C(=O)NC2CCCc3c2cnn3-c2cc(C)cc(C)c2)c1 (stereo not drawn)
  0, 0.6, -2, -3, -1, 0, -1, -3, 12
CC1CC2(C)Oc3ccccc3CC2C(C)C1CNCCCN(C)C (stereo not drawn)
  0, 5.1, -2, 0, -4, 5, -1, -8, 14
COc1ccc(CCN(C)C(=O)C2CC(=O)N(Cc3ccc(C)cc3)C2)cc1OC (stereo not drawn)
  0, 1.6, 3, 2, 1, 0, ., ., 9
O=C(CSc1nc2ccccc2o1)N/N=C/c1ccccc1
  2, -0.6, -8, 1, -3, 1, 7, -5, 2
Cc1ccc(CN2CCC(n3nccc3NC(=O)CCOc3ccccc3)CC2)o1
  1, 2.9, -25, 8, 1, 1, 0, 6, -2
Cc1cc(Cl)ccc1OCCCC(=O)NCc1ccncc1
  6, -1.0, 51, 0, -2, 1, -3, -2, 13
CCOC(=O)C(=O)Nc1nc(-c2ccccc2)c(CC)s1
  10, -0.9, 23, -7, 1, 1, 0, 1, 2
CCOC(=O)C1CCN(C(=O)COC(=O)c2ccc3[nH]c4c(c3c2)CCCC4)CC1
  9, 0.1, -2, 3, 0, 0, 5, 6, 10
Cc1ccsc1/C=N/NC(=O)c1nnn(-c2nonc2N)c1C
  2, 1.6, 32, -7, 8, 1, -1, -12, 3
Cc1cccc2c(N=Nc3ccc(S(=O)(=O)Nc4cccc(Cl)c4)cc3[N+](=O)[O-])c(O)[nH]c12
  -1, 3.2, 13, 1, 2, 1, -2, 22, -10
CCCCN(C)CCNC(=O)c1cc2c(-c3cccc(OC)c3)nn(C)c2s1
  -6, -1.5, 1, -6, -3, 0, 6, 3, 3
CCC(=O)Nc1cc(C(=O)OCC(=O)c2ccc(Cl)cc2Cl)ccc1C
  -3, 2.9, 4, -1, -3, 0, 0, -5, 0
COc1ccc(C2NC(C(=O)O)Cc3c2[nH]c2ccccc32)cc1OC (stereo not drawn)
  10, 1.6, -1, 5, 0, 0, -1, -4, 8
O=C(N/N=C/c1cccnc1)c1ccc([N+](=O)[O-])cc1
  14, 1.3, -1, 10, 0, 0, 3, -5, 7
COc1cc(NC(=S)NCCc2ccc(S(N)(=O)=O)cc2)c(OC)cc1Cl
  0, 1.0, 3, 1, 1, 1, 1, 3, 5
O=C(NC(=Nc1ccccc1)N1CCOCC1)Nc1ccccc1
  5, 0.8, -38, -3, -2, 2, 1, -8, 5
COc1ccc2c(c1)c(=O)c(C(=O)c1ccc(F)cc1)cn2CC(=O)Nc1ccc(F)cc1
  -13, 0.7, 4, -1, -4, 2, 0, 13, -5
Cc1cc(OCC(=O)Nc2nccs2)c2c(C)cc(=O)oc2c1
  8, 2.4, 48, 5, -6, 0, 2, -8, 12
OCCNCCNCc1ccc(-c2ccccc2)cc1
  -6, -0.2, 21, 5, -1, 0, -3, 0, 18
CC(C)n1cc(CN2CCN(CCc3ccccc3)C(CCO)C2)cn1 (stereo not drawn)
  -1, 1.5, 0, 7, -8, 0, -3, 2, 9
O=C(NCC1CC1)C1(C(F)(F)F)CC(CCc2ccccc2)CCCO1 (stereo not drawn)
  -4, 2.9, -2, 5, 2, 2, -1, 10, 0
O=C1Nc2ccccc2C1Cc1ccc(OC(F)(F)F)cc1 (stereo not drawn)
  -10, 2.5, -8, 0, 1, 0, -1, -7, 0
OC(COCc1ccccc1)CN1CCCC1 (stereo not drawn)
  6, 3.5, 5, -2, -4, 0, -2, -4, 31
CCOc1ccccc1CN1CCN(Cc2ccc(C)o2)CC1CCO (stereo not drawn)
  8, 2.7, -4, -9, 1, 0, 0, -7, 26
COc1ccc(NC(=O)CSc2nc(C)cs2)c(OC)c1
  7, -0.1, -9, 3, -3, 0, 3, -3, -4
CCCC(=O)Nc1ccc(C(=O)NNC(=O)c2ccco2)cc1
  1, 0.7, 0, 6, 0, 1, 3, -4, 3
CSCCC(NC(=O)c1ccco1)C(=O)OCC(=O)Nc1sccc1C#N (stereo not drawn)
  0, 1.8, 21, 3, -1, 21, -9, 29, 4
Cc1cccc(NC(=O)Nc2nnc(-c3ccccc3)o2)c1
  -2, -0.6, -31, 7, -5, 2, 0, 4, 13
Cc1ccc(NC(=O)COC(=O)CN2C(=O)c3ccccc3C2=O)cc1S(=O)(=O)N(C)C
  7, -0.1, ?, 6, -5, 0, 2, 5, 5
CCOC(=O)N1CCN(CC(O)COc2cc(C)ccc2C(C)C)CC1 (stereo not drawn)
  -5, 2.2, 11, -5, 1, 0, 1, 3, 8
CCOC(=O)/C=C1\CN(Cc2ccc(OC)cc2)S(=O)(=O)c2ccccc21
  5, -0.2, -13, 8, 2, 0, 3, -5, -6
S=c1[nH]nc(COc2ccccc2)n1/N=C/c1ccc(Cl)c(Cl)c1
  -18, -1.3, 3, -3, -1, 4, 4, 11, 2
Clc1ccc(-c2n[nH]c3c2CCCC3)cc1
  4, 3.8, -6, -5, -4, 2, 1, 1, 11
Cc1c(Cl)c([N+](=O)[O-])nn1CC(=O)NC(C)c1ccccc1 (stereo not drawn)
  -4, 0.3, -3, -4, -6, 1, -4, 2, -20
Cc1c(NC(=O)CN2C(=O)NC(CCc3ccccc3)C2=O)c(=O)n(-c2ccccc2)n1C (stereo not drawn)
  18, 2.0, -9, 7, -3, 0, -4, -3, 7
O=C(COc1ccc([N+](=O)[O-])cc1)Nc1cccc(C(=O)Nc2ccccc2C(=O)O)c1
  -1, 2.1, 5, 9, 8, 2, 2, -7, 7
O=C(Cn1nc(C(=O)O)c2ccccc2c1=O)Nc1ccc(F)cc1F
  -3, -1.7, -4, -3, -4, 1, -7, 3, -2
CC1CCN(C(=O)CSc2nnc(Cn3c(=O)sc4ccccc43)n2C)CC1
  14, 2.9, -13, 5, -4, 2, -2, -2, 12
COc1cc(N2C(=O)CC3(CCCC3)CC2=O)cc(OC)c1OC
  7, 1.0, 6, -5, -4, 0, 0, 1, 3
Cc1c(C(=O)c2ccc(F)cc2)c2ccccn2c1CCc1ccccn1
  9, 3.4, -6, 3, -5, 0, -3, 0, 4
CC(C)N1CC(C(=O)Nc2ccc(F)c(Cl)c2)CC1=O (stereo not drawn)
  8, -0.9, 11, 4, -2, 0, 3, -4, -12
Cc1ccc(S(=O)(=O)N2CCN(CC(O)c3ccccc3)CC2)cc1C (stereo not drawn)
  1, -2.5, 4, 8, -4, 0, 2, 0, -11
C=C1CCC2C(C)(C)[C@H](O)CC[C@@]2(C)[C@@H]1COc1cc(=O)oc2ccccc12 (stereo partly drawn)
  -5, 3.6, -6, 0, 2, 1, 3, 15, 0
O=C(c1ccco1)N1CCn2c1nc1ccccc12
  -3, -2.1, -8, 0, -1, 0, -2, -2, 9
O=[N+]([O-])c1ccc(-c2ccc(C=Nc3cccc4ccccc34)o2)cc1
  -17, 4.5, 12, -18, 3, 0, 2, -2, -102
O=C(NCC(c1cccnc1)N1CCN(c2ccc(F)cc2)CC1)c1ccc2c(c1)OCO2 (stereo not drawn)
  7, 0.1, -4, -3, -2, 0, 1, 3, 6
COc1ccc(CCNC(=O)C2CCN(S(C)(=O)=O)CC2)cc1
  5, -1.7, 10, -5, -1, 2, 0, -1, 11

Next results follow.
Every second line gives: proCasp7 act, PP5 primary, GASC-1 inh, proCasp3 act, PP1 inh, GRK2 aptamer HTS, CTSL1 counter, HCV core dimer, VLA-4 inh
Cc1cc(C)nc(N2CCCC(C(=O)NCCc3ccc(F)cc3)C2)n1 (stereo not drawn)
  5, -3.3, 4, -10, -4, 0, 6, 5, 4
Cn1c(=O)c(/C=C/c2ccccc2)nc2ccccc21
  -12, 3.0, -12, -18, 3, 0, -1, 3, -40
c1ccc(-c2nc(NCc3ccco3)c3oc4ccccc4c3n2)cc1
  -4, 3.6, -1, 5, -3, 2, -4, -1, 3
Cc1cc(Br)ccc1SCC(=O)OCC(=O)NC1CCCC1
  3, 1.4, -7, -4, 1, 0, -19, -4, 25
O=C(COC(=O)c1cccnc1Cl)Nc1ccc2c(c1)OCCO2
  2, -1.4, -21, -1, -5, 0, -14, 1, 10
CCCP(=O)(CC(=O)N(CC)CC)c1ccccc1 (stereo not drawn)
  -1, -1.4, 4, 0, -3, 0, 3, 3, 9
